Screens: PubChem, several laboratories
NPR1 activator: GC-A (human) enzyme activation | P16066 | HEK293 GC-A cells, cGMP TR-FRET, EC30 ANP; 0% at EC30 ANP, 100% saturating ANP | activation, % at 10 µM | 0.14% of 370,000 active; in the data active means activation above about 40%
rCAG binder: binds r(CAG) RNA repeats | r(CAG) RNA repeat, TO-PRO-1 dye displacement fluorescence | inhibition, % at 3 µM | 1.3% of 370,000 active | AID 651821;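 active means inhibition above the plate cutoff, the mean of all test compounds on that plate plus 3 SD, cut at about 35% in these data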;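 further: 0% = DMSO alone and 100% = 100 µM mitoxantrone as full dye displacement; higher means more dye released from RNA so lower well fluorescence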
HTRA1 inh: HTRA1 (human) protease inhibition. inhibition, % at 5.96 µM. 0.5% of 340,000 active. recombinant HTRA1, FP-rhodamine activity-based probe, fluorescence polarization. AID 504803. Q92743; in the data active means inhibition above about 36%;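 further: 0% = enzyme with DMSO and 100% = wells lacking enzyme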
MBD2 inh: MBD2-methylated oligo binding inhibition | inhibition, % at 4.4 µM | Q9UBB5 | 0.31% of 370,000 active | AID 686964 | TR-FRET, MBD2 binding to methylated oligonucleotide; in the data active means inhibition above about 13%
UHRF1 binding: UHRF1 methyl-DNA binding inhibition. Q96T88. UHRF1 binding to methylated oligo, TR-FRET. inhibition, % at 4.4 µM. 0.75% of 370,000 active; in the data active means inhibition above about 21%;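 further: UHRF1 SRA domain binding a hemimethylated CpG hairpin DNA probe; 0% = median of test compound wells and 100% = reference inhibitor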
GC-B act: GC-B (human) receptor activation; P20594; 0.11% of 370,000 active; HEK293-GC-B cells, CNP EC30, cGMP TR-FRET; 0% at EC30 CNP, 100% saturating CNP; activation, % at 10 µM;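 active means activation at 10 µM reaching about 35% in either raw or pattern-adjusted values, limit read from the data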
SIAE primary: blocks human sialic acid acetylesterase; SIAE FP-Rh probe binding, fluorescence polarization; inhibition, % at 9.66 µM; 0.69% of 370,000 active; AID 1053197;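 active means inhibition above a cutoff: mean of compounds within the control limits plus 3 SD of those, cut at about 17% in these data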;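 further: 0% = plate median of compound wells and 100% = probe without SIAE protein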
TCR CD3 inh: inhibitors of human TCR-CD3 interaction; inhibition, % at 9.4 µM; 0.37% of 360,000 active; AID 651800; TAMRA-labeled TCR probe fluorescence, biochemical; in the data active means inhibition above about 19%;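 further: recombinant mutant TCR 2C K166C tagged with TAMRA read by polarization; 0% = receptor in buffer alone and 100% = receptor with positive control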
mABHD4 FP: inhibits mouse alpha/beta hydrolase domain 4; Q8VD66; inhibition, % at 8.92 µM; 0.54% of 370,000 active; AID 720543; purified mABHD4, FP-Rh probe fluorescence polarization;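 active means inhibition exceeding the mean over every tested compound plus 3 SD, cut at about 30% in these data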;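 further: 0% = plate median of compound wells and 100% = S159A mutant with DMSO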
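Test system: mABHD4 protein; Read-out basis: % inhibition; Incubation: 45 min + 60 min at 25 °C; Repeats: single replicate; Technique: fluorescence polarization with parallel and perpendicular emission, 525/598 nm; Compound: 8.92 µM, single dose; Benchmarks: full inhibition S159A mutant plus DMSO, zero as sample-well median.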
PRMT1 FP inh: blocks human protein arginine methyltransferase 1; 1.3% of 370,000 active; inhibition, % at 2.79 µM; recombinant PRMT1, activity-based probe fluorescence polarization; AID 652257;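 active means inhibition above about 21% made by adding two undisclosed values, limit read from the data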
* = called active by the depositor; . = no result given.

| no. | structure | NPR1 activator | rCAG binder | HTRA1 inh | MBD2 inh | UHRF1 binding | GC-B act | SIAE primary | TCR CD3 inh | mABHD4 FP | PRMT1 FP inh |
| --- | --- | --- | --- | --- | --- | --- | --- | --- | --- | --- | --- |
| 1 | O=C(O)c1ccc(-n2nc(-c3ccccc3O)nc2-c2ccccc2O)cc1 | 1.3 | 19.8 | . | -1.7 | -2.9 | -8.8 | 0.1 | . | -5.5 | 0.0 |
| 2 | CC(=O)Oc1ccc2c(C)cc(=O)oc2c1 | -1.0 | 0.9 | 4.0 | 0.2 | 4.6 | -0.3 | -4.3 | 2.2 | -8.4 | -1.4 |
| 3 | O=C(Nc1cc(-c2ccccc2)nn1-c1ccccc1F)c1ccc([N+](=O)[O-])cc1 | -4.8 | 2.2 | -23.0 | 0.2 | 2.2 | 5.3 | 5.6 | -0.4 | 2.4 | -1.0 |
| 4 | C[C@H](CCC(=O)O)[C@H]1CC[C@H]2[C@@H]3[C@H](O)C[C@@H]4C[C@H](O)CC[C@]4(C)[C@H]3CC[C@]12C | -0.6 | 37.5* | -5.7 | 0.1 | 1.3 | 2.6 | -4.7 | 7.6 | 3.8 | 2.4 |
| 5 | O=C(NC1CCN(CCc2c[nH]c3ccccc23)CC1)c1ccccc1 | -6.2 | 25.6 | 3.9 | -6.1 | -1.5 | -0.5 | 3.0 | 2.1 | 7.0 | 0.7 |
| 6 | O=C1NC(=S)S/C1=C\C=C\c1ccc([N+](=O)[O-])o1 | -14.3 | 67.1* | 8.4 | 74.2* | 94.5* | -5.4 | 0.3 | 31.7* | 41.6* | 42.9* |
| 7 | CCc1ccccc1OC[C@@H](O)CN[C@H]1CCCc2ccccc21 | -15.5 | 1.6 | 2.6 | 2.5 | -1.0 | -4.0 | -0.3 | -7.5 | 18.8 | -2.1 |
| 8 | O=C(O)c1cc(=O)c2ccccc2o1 | 0.6 | -0.4 | 5.1 | -4.6 | -1.6 | 3.1 | -4.4 | 6.2 | 0.8 | -0.6 |
| 9 | COc1cc(C2Oc3cc(C4Oc5cc(O)cc(O)c5C(=O)C4O)ccc3OC2CO)ccc1O (stereo not drawn) | 1.4 | 10.0 | 5.4 | 1.4 | -0.4 | 2.6 | 14.6 | 3.9 | -6.8 | 1.0 |
| 10 | C=C[C@H]1CN2CCC1C[C@H]2[C@H](O)c1ccnc2ccc(OC)cc12 (stereo partly drawn) | -5.3 | 1.5 | -0.2 | 1.0 | -2.1 | -1.4 | -5.0 | -0.3 | 3.4 | 1.6 |
| 11 | CCCCCCCCCCCCCCC[C@@H](O)[C@@H](N)CO | 16.1 | 15.4 | 33.1 | -5.3 | 2.8 | 2.1 | -0.2 | 0.6 | 29.5 | -1.1 |
| 12 | CN(C)CC/C=C1/c2ccccc2COc2ccc(CC(=O)O)cc21 | 2.1 | 0.1 | -6.6 | 4.2 | 2.6 | 10.4 | 10.0 | -13.8 | 5.1 | 4.1 |

This is a subset. The share of hits here may be higher or lower than overall.
